Diaph act CS: counter-screen for diaphorase-based assays: diaphorase activators and chemical reducers | AID 1229 | Diaphorase/resazurin coupled assay, resorufin fluorescence, 16 min; stronger effect = higher value; 1 = vehicle wells, 0 = NADH-free wells | 0.005% of 190,000 active | activation factor at 20 µM;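 active = diaphorase activity raised at least twofold by the compound at 20 µM; inactive = activation factor below 2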
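System – purified diaphorase enzyme from Clostridium kluyveri · Input – enzyme 0.07 U/mL final · Also added – final NADH 0.114 mM, resazurin 0.1 mM · Measured by – fluorescence of resorufin, 544 nm excitation, 590 nm emission · Timing – 16 min enzyme reaction, ambient temperature · Measure – resorufin increase flagging diaphorase activators or reducers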
G6PDH counter: inhibits Leuconostoc G6PDH, flagging false hits in G6PDH-based assays; 0.12% of 200,000 active; inhibition, % at 5 µM; Purified L. mesenteroides G6PDH, diaphorase/resazurin coupled fluorescence, 45 min; AID 1020; in the data active = inhibition above about 50%
APP 5'UTR act: APP 5'UTR luciferase reporter activation | SH-SY5Y APP 5'UTR luciferase reporter, luminescence; zero percent = DMSO vehicle wells | activation, % at 2 µM | 1% of 190,000 active | AID 1276;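 active = activation above a set limit, based on mean plus 3 SD of controls, cut at about 140% in these data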; note: values of inactives mirror those of a sister screen read the other way
FLuc inhib CS: counter-screen for luciferase assay inhibitors: firefly luciferase inhibition. 1.5% of 200,000 active. ATPLite firefly luciferase biochemical luminescence, 10 min. P08659. inhibition, % at 10 µM;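 active = inhibition above about 50% when tested at 10 µM, limit read from the data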
Target sequence (P08659 whole entry, looked up): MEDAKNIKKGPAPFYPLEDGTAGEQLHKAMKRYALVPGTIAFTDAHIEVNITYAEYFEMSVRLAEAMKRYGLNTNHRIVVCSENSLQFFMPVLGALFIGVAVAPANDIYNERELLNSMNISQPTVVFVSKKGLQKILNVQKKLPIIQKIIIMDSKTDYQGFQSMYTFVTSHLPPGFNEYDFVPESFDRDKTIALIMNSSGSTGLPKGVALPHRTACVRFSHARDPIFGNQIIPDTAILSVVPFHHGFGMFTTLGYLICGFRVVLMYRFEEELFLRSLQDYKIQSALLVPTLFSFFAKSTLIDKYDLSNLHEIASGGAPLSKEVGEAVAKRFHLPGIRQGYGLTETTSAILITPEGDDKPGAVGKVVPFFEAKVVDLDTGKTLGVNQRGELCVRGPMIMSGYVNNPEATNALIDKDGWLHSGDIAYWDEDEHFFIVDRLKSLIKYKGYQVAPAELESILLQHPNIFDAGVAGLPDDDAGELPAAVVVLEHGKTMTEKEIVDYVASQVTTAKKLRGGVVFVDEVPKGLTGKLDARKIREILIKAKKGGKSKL
Diaph inh CS: counter-screen for diaphorase-based assays: diaphorase inhibitors and chemical oxidizers. AID 1217. inhibition, % at 20 µM. diaphorase resazurin-to-resorufin fluorescence, NADH, 16 min; bacterial (C. kluyveri) enzyme, not human. 0.69% of 190,000 active;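 active = primary screen inhibition at 20 µM above a set limit, cut at about 50% in these data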;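 note: plate controls were DMSO with full reaction for no effect and wells lacking NADH for full effect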
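Assay system: diaphorase enzyme from Clostridium kluyveri; Input: enzyme working solution with 0.14 U/mL diaphorase; Timing: 16 min at room temperature; Technique: resorufin fluorescence, excitation 544 nm, emission 590 nm; Benchmarks: positive control minus NADH, DMSO neutral control.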
TLR4-MyD88 BLA: inhibitors of human TLR4-MyD88 binding; 0.18% of 200,000 active; AID 861; O00206+Q99836; inhibition, % at 8.4 µM; HeLa CL3-4 TLR4/MyD88 BLA complementation, FRET ratio; in the data active = inhibition above about 25%;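 note: 0% = vehicle and 100% = reference inhibitor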
APP transl inh: APP translation inhibition. SH-SY5Y APP 5'UTR-luciferase reporter, luminescence. inhibition, % at 2 µM. 0.82% of 190,000 active;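 active = inhibition above a set limit, derived from the sample mean plus 3 SD, cut at about 45% in these data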; note: values of inactives mirror those of a sister screen read the other way
STAT1 activator: activators of IFN-gamma induced STAT1 signaling. activation (% of control), % at 5.5 µM. AID 932. 2.6% of 200,000 active. NIH 3T3 STAT1-luciferase reporter, luminescence; 100% = IFN-gamma alone, no compound;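 active = activation above the screen-wide mean activation plus 3 SD, cut at about 130% in these data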;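 note: raw ratio to IFN-gamma control signal so 100% means no change and 0% no light; values of inactives mirror those of a sister screen read the other way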
NF-kB neuron act: compounds increasing NF-kB expression in human neuronal cells; 1.6% of 190,000 active; NF-kB reporter expression; stronger effect = higher value; fold change at 12.5 µM; in the data active = fold change above about 3.3
FLuc stim CS: firefly luciferase counter-screen for stimulation assays; ATPlite luciferase biochemical, luminescence, 10 min; 0 = ATP-free wells, 1 = DMSO control; AID 1027; 200,000 tested, under 10 active; activation factor at 10 µM;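 active = luciferase activation factor, scaled between plate controls, of at least 2 with compound at 10 µM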
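Assay system: Luciferase/luciferin detection reagent, cell-free biochemical luciferase assay / Read-out: luciferase activation / Benchmarks: No-ATP low control, compound-free enzyme-plus-ATP high control / Medium: PBS buffer for ATP / Detection: luminescence measurement of luciferase light output / Schedule: 10 min at ambient temperature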
Active calls of the source: *; x = no result given.

smiles	Diaph act CS	G6PDH counter	APP 5'UTR act	FLuc inhib CS	Diaph inh CS	TLR4-MyD88 BLA	APP transl inh	STAT1 activator	NF-kB neuron act	FLuc stim CS
CCc1cc(=O)oc2cc(C)c(CN3CCCCC3)c(O)c12	0.6	6	18	-10	37	-6	-18	106	1.1	1.1
CCN(CC)C(=O)CSc1nc2sc(C)c(C)c2c(=O)[nH]1	0.8	18	-3	-5	15	-3	4	98	1.2	1.1
CCCc1sc(N/N=C/c2ccccn2)nc1-c1ccc(F)cc1	0.9	1	118	-4	15	0	-118	102	1.1	1
COC1CCN(C(=O)c2ccc(OC3CCN(CCc4ccccc4)CC3)cc2)CC1	x	7	0	-4	x	11	0	101	0.83	1
Cn1c(=O)oc2cc(S(=O)(=O)NCCc3ccccc3)ccc21	0.9	5	0	-10	11	7	0	101	1.1	1.1
CCN(CC)c1ccc(C=C2C(=O)OC3(CCCCC3)OC2=O)cc1	1.1	9	-19	-5	-14	3	19	101	1.2	1
COc1ccc(Br)cc1CN(C)C(C)C(=O)Nc1cc([N+](=O)[O-])ccc1OC (stereo not drawn)	0.8	-23	2	-2	15	-15	-2	95	0.71	1
Fc1ccc(NC(=S)N2CCCCC2)cc1	1	12	1	0	0	0	-1	96	1.3	1
Cc1nc(Nc2ccc(C(=O)O)cc2)sc1-c1ccccc1	1.1	7	160*	45	-8	10	-160	131*	x	0.6
Cc1cc(C)c(C#N)c(SCc2ccccc2F)n1	0.8	-2	-13	-6	16	-7	13	100	1.2	1.1
Cc1ccc(Cn2ccc(=O)c(OCc3c(Cl)cccc3Cl)c2C)cc1	0.9	0	10	-3	8	4	-10	99	0.67	1
CCOCc1cn(CC(=O)c2ccc([N+](=O)[O-])cc2)c(C)nc1=N	1	0	-29	-6	0	7	29	108	1.1	1.1
O=C(Nc1ccc2c(c1)OCCO2)N1CCN(Cc2ccccc2)CC1	1.1	4	26	28	-7	-6	-26	112	2	0.7
CC1(C(=O)NCCCNc2ncc(C(F)(F)F)cc2Cl)C=CCN1C(=O)c1ccccc1 (stereo not drawn)	0.9	17	17	-6	8	-7	-17	107	1.4	1.1
Cc1ccc(NC(=O)COC(=O)CNC(=O)c2cccc([N+](=O)[O-])c2)cc1S(=O)(=O)N1CCCCCC1	0.7	-2	6	-5	25	-4	-6	96	0.93	1
COc1ccc(Cl)cc1NC(=O)Nc1ccccc1SC	1	2	-13	-1	4	3	13	102	1.1	1
Cc1nn(C)c(Cl)c1C(=O)NCC(=O)NCc1ccccc1	1.1	12	-10	-3	-6	13	10	96	1.2	1
CC1(C)Cc2c(sc3c2C2=NCCN2C=N3)CO1	1	-9	-5	-9	4	1	5	99	x	1.1
O=S(=O)(C/C(=C/CO)S(=O)(=O)c1ccccc1)c1ccccc1	1	-3	-80	-1	3	10	80*	260*	0.93	1
Cc1nc(-c2cccc(NS(=O)(=O)c3cccc4ccccc34)c2)cs1	0.7	9	-7	-10	28	-1	7	96	1.1	1.1
O=C(CSCc1ccc(Br)cc1)Nc1ccc(S(=O)(=O)N2CCOCC2)cc1	0.8	4	9	-7	23	-4	-9	100	0.68	1.1
Cc1nc(CN2CCN(Cc3nc(C(c4ccccc4)c4ccccc4)no3)CC2)cs1	1	6	-10	-6	5	-23	10	99	1	1.1
O=C(NCC(c1cccnc1)N1CCOCC1)C1CCCCC1 (stereo not drawn)	0.8	5	-4	-7	18	-4	4	101	1	1.1
N#C/C(=C(/O)CSc1ccccn1)c1nc2ccccc2s1	1	6	3	3	4	-4	-3	101	1.2	1
O=C(/C=C/c1ccc(F)cc1)N1CCCc2ccccc21	1	-1	23	6	-4	1	-23	105	1.5	0.9

Following part
smiles	Diaph act CS	G6PDH counter	APP 5'UTR act	FLuc inhib CS	Diaph inh CS	TLR4-MyD88 BLA	APP transl inh	STAT1 activator	NF-kB neuron act	FLuc stim CS
COc1cc(CNn2cnnc2)ccc1OCC(=O)NC1CCCCC1	1	4	-64	-10	2	-3	64*	96	0.97	1.1
CSc1ccccc1NC(=S)Nc1cc(C)cc(C)c1	0.9	-3	x	-9	10	-8	x	98	1.1	1.1
CCC(C)Sc1nc2c(c(=O)[nH]c(=O)n2C)n1CC(O)COc1ccccc1C (stereo not drawn)	1	1	-6	-2	4	2	6	90	0.56	1
CN(/N=C/c1cccnc1)c1cnc2ccccc2n1	1.1	2	170*	51*	-8	-7	-170	172*	3	0.5
CC1=CC=CC2=N/C(=N\S(=O)(=O)c3ccc(F)cc3F)c3ccccc3CN12	0.7	0	27	-8	32	-14	-27	111	1.5	1.1
CCOC(=O)/C(=N\Nc1ccccc1Cl)N1CCN(C)CC1	0.8	-9	-7	-4	21	11	7	106	1	1
COc1ccc(-c2nc(CN3CCCCC3c3cccnc3)c(C)o2)c(F)c1 (stereo not drawn)	0.9	4	-18	-9	10	-9	18	96	0.82	1.1
CCN1C(c2ccccc2)=C(c2ccccc2)S/C1=C\C=C1/SC(=S)N(C)C1=O	x	x	7	x	x	-8	-7	98	x	x
O=C(NNC(=O)c1ccccc1-c1ccccc1C(=O)O)c1ccccc1	1	1	10	-3	4	-17	-10	102	1.1	1
Cc1[nH]c(-c2ccc3c(c2)OCO3)nc1C(=O)O	0.8	12	-14	6	22	-8	14	98	1.4	0.9
O=C(CSc1nnc(-c2cccnc2)n1Cc1ccccc1)NCc1ccco1	0.9	-1	5	-5	11	8	-5	103	0.97	1.1
CCN1C(=O)C(CC(=O)Nc2ccc(F)cc2)N(CCc2ccc(OC)cc2)C1=S (stereo not drawn)	x	14	-15	-4	x	-12	15	95	1.1	1
CC(C)(C)Nc1cccccc1=O	0.7	25	-4	-8	30	4	4	96	1.2	1.1
CCOC(=O)C1C(c2ccc(OC)cc2)N(C)OC1(O)C(F)(F)F (stereo not drawn)	1	5	15	-1	0	-2	-15	97	1.1	1
COCCCN(C(C)=O)c1nc(-c2ccc(OC)cc2)cs1	0.8	2	8	-2	17	-7	-8	156*	2.1	1
COc1ccc(/C=N/NC(=O)c2ccc3c(c2)OCCO3)cc1[N+](=O)[O-]	0.8	-7	-3	-6	16	-5	3	109	1.2	1.1
Cc1sc(NC(=O)CSc2nnc(COc3ccccc3)n2C)c(C#N)c1C	0.8	-24	8	-2	15	4	-8	98	0.88	1
CCOC(=O)CN(C(=O)CNC(=O)c1cccs1)C(C(=O)NC1CCCCC1)c1cccs1 (stereo not drawn)	0.9	5	-4	-4	6	-1	4	100	0.43	1
COc1ccc(-c2cn3cccnc3n2)cc1NS(=O)(=O)c1ccccc1	1	2	13	10	1	1	-13	90	1	0.9
CC(C)(C)C(=O)CSc1nc2ncc(Br)cc2[nH]1	1	3	7	-2	0	-7	-8	109	1.3	1
Cc1cccc2c1-c1sc(C(=O)N3CCc4ccccc4C3)cc1CO2	1	18	5	-4	-3	4	-5	109	1.1	1
Cc1cc(C)c(S(=O)(=O)N(C)c2ccccc2)c(C)c1	0.9	3	-1	-4	14	15	1	94	0.99	1
Cc1ccc(/C=N/NC(=O)NN(C)c2ncc(C(F)(F)F)cc2Cl)cc1	0.9	12	-1	-3	10	-15	1	100	1.4	1
CCSc1nnc(NC(=O)C(C)Sc2nc3ccccc3[nH]2)s1 (stereo not drawn)	0.7	-6	13	-8	29	2	-13	98	0.97	1.1
O=C(c1cccc(S(=O)(=O)NCCOc2ccccc2)c1)N1CCN(c2ncccn2)CC1	0.8	8	-3	-6	18	2	3	94	0.66	1.1

(more compounds)
smiles	Diaph act CS	G6PDH counter	APP 5'UTR act	FLuc inhib CS	Diaph inh CS	TLR4-MyD88 BLA	APP transl inh	STAT1 activator	NF-kB neuron act	FLuc stim CS
Cc1noc(C)c1CSc1ncnc2sc(C)c(C)c12	0.7	0	7	-7	31	-2	-7	100	1.1	1.1
O=C(CN1C(=O)c2cccc3cccc1c23)N1CCN(c2ccccc2)CC1	0.9	-51	-15	-3	7	1	15	97	1.1	1
CC(C)C(=O)Nc1nnc(Sc2ccc(N(C)C)cc2)s1	0.9	2	9	-4	11	-10	-9	100	1.2	1
CC(=O)c1c(C)[nH]c(C(=O)OC2CCCCC2=O)c1C (stereo not drawn)	1	10	6	-4	3	-11	-6	94	1.1	1
COc1cc2c(cc1NC(=O)CN1C(=O)NC3(CCc4ccccc43)C1=O)oc1ccccc12 (stereo not drawn)	0.7	-3	12	-6	31	7	-12	106	0.47	1.1
Cc1ccc(O)c(C2=Nc3ccccc3N=C(c3cccc([N+](=O)[O-])c3)C2)c1	0.8	-1	13	-4	20	13	-13	112	0.93	1
Nc1nnc(-c2cc3c(ccc4ccccc43)oc2=O)s1	0.9	3	-3	4	7	38*	3	125	0.95	1
c1ccc(Oc2cnc3ccccc3n2)cc1	0.8	11	7	-5	19	-7	-7	88	1.2	1
O=C1c2oc3ccc(Cl)cc3c(=O)c2C(c2ccccn2)N1CCCN1CCOCC1 (stereo not drawn)	0.8	6	x	-6	21	x	x	x	x	1.1
Cc1cccc(NS(=O)(=O)c2cnc(Cl)c(Br)c2)n1	0.9	0	5	-2	14	7	-5	113	0.94	1
Nc1ccccc1Nc1ccncc1[N+](=O)[O-]	0.9	22	-11	2	5	8	11	97	1.2	1
O=C(NCCc1ccccc1)C1CCCN1S(=O)(=O)c1ccc(F)cc1 (stereo not drawn)	x	x	0	x	x	-20	0	85	x	x
C/C(=N\NC(=O)c1ccccc1NC(=O)c1ccc(Cl)cc1)c1ccncc1	0.8	-7	62	98*	20	-3	-62	11	3.2	0
O=C(CN1CCN(c2ccc(F)cc2)CC1)Nc1nnc(-c2ccccc2)s1	0.9	8	-7	-3	14	13	7	92	1	1
COc1cccc(C(=O)Nc2cc3c(cc2Cl)OCCCO3)c1	0.9	8	136*	65*	13	-11	-136	160*	4.3*	0.4
COCCNC(=O)CN(C(=O)CCC(=O)Nc1nccs1)c1ccccc1OC	1	4	25	-4	4	10	-24	98	1.1	1
OC(c1cccs1)c1nccc2ccccc12 (stereo not drawn)	0.8	5	18	-6	18	8	-18	99	1.1	1.1
O=C(CCCn1c(=S)[nH]c2ccccc2c1=O)NCc1ccco1	0.9	-10	12	-2	8	8	-12	98	1.1	1

Screens (PubChem BioAssay)
